From PubChem BioAssay
Mtb UGM inh: inhibitors of M. tuberculosis UDP-galactopyranose mutase. purified UGM, fluorescence polarization probe displacement. hit rate 0.06% among 320,000. inhibition, % at 10 µM; in the data active = inhibition above about 10%, passing the limit was not always enough; inconclusive = no clear call, values can overlap the other calls
Target sequence (P9WIQ1 whole entry, looked up): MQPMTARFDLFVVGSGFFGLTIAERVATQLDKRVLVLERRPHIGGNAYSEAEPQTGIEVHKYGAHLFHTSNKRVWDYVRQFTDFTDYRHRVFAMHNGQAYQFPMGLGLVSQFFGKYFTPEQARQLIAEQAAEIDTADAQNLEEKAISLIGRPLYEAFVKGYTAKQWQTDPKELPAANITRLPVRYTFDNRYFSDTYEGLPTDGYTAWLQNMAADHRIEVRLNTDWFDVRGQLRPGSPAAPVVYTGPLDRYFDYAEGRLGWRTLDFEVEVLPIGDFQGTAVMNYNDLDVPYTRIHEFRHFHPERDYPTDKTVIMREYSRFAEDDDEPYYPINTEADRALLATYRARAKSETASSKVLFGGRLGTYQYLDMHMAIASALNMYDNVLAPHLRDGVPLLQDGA
CCHF vOTU inh: blocks the CCHF virus ovarian tumor domain protease. inhibition, % at 11.5 µM. hit rate 0.55% among 370,000. CCHFV vOTU protease, Pep-AMC fluorescence. AID 651958; note: 0% = vehicle wells with enzyme and 100% = no enzyme wells
Rv3671c protease: inhibits the M. tuberculosis serine protease Rv3671c. inhibition, % at 5.96 µM. hit rate 0.048% among 320,000. AID 2606; in the data active = inhibition above about 38%;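 note: extracellular domain of Rv3671c used as enzyme; 0% = enzyme with DMSO and 100% = no enzyme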
VHR inh abs: inhibitors of human VHR1 phosphatase (DUSP3); recombinant VHR phosphatase, pNPP absorbance; inhibition, % at 13.3 µM; hit rate 0.52% among 290,000; AID 1654; in the data active = inhibition above about 50%; note: some compounds called inactive have numbers as strong as hits
Target sequence (P51452 whole entry, looked up): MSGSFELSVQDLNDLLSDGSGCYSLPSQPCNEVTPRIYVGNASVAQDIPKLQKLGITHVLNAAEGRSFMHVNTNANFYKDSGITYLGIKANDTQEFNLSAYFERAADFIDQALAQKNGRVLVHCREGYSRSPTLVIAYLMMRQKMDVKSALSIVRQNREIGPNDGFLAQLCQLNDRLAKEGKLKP
GDH-TPI counter: counter-screen for M. tuberculosis FBA inhibitors: GDH-TPI coupled enzymes | inhibition, % at 4.8 µM | AID 588335 | GDH-TPI coupled enzyme counterscreen, NADH absorbance | hit rate 1.2% among 360,000;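 note: 0% = DMSO wells and 100% = wells lacking the enzyme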
MazEF act: MazEF (E. coli) toxin RNase activation. P0AE70. FAM/BHQ RNA-DNA oligo cleavage fluorescence, 5 h. activation, % at 20 µM. hit rate 0.32% among 350,000. AID 504720; in the data active = activation above about 50%
BoNT F protease: blocks Botulinum neurotoxin F light chain protease; Multiplex microsphere protease cleavage assay, flow cytometry; inhibition, % at 10 µM; AID 588497; hit rate 0.22% among 360,000; in the data active = inhibition above about 35%, passing the limit was not always enough; inconclusive = no clear call, values can overlap the other calls; note: plate controls were buffer without enzyme for full effect and enzyme alone for no effect
FadD28 FP inh: inhibitors of Mycobacterium tuberculosis FadD28 bisubstrate binding; FadD28 bisubstrate probe binding, fluorescence polarization; inhibition, % at 12.5 µM; hit rate 0.22% among 360,000; AID 588549; in the data active = inhibition above about 8.5%, passing the limit was not always enough; inconclusive = no clear call, values can overlap the other calls
Mtb FBA inh: inhibitors of M. tuberculosis fructose-bisphosphate aldolase; hit rate 2.3% among 360,000; inhibition, % at 1 µM; AID 588726; purified M. tuberculosis FBA, fluorescence read-out; in the data active = inhibition above about 27%;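 note: 0% = vehicle and 100% = reference inhibitor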
Target sequence (P9WQA3 whole entry, looked up): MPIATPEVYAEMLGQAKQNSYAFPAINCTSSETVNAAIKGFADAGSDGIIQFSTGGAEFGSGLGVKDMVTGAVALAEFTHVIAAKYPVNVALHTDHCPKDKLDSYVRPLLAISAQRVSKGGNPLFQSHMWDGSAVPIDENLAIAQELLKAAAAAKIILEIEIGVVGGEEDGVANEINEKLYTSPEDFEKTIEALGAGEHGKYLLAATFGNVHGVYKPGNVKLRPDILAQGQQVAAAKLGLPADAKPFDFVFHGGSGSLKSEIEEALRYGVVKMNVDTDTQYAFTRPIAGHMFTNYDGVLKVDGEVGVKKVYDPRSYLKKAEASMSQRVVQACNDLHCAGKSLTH
BioA inh: inhibitors of Mycobacterium tuberculosis BioA enzyme. inhibition, % at 9.99 µM. hit rate 0.096% among 360,000. AID 602481. purified M. tuberculosis BioA enzyme, plate reader; in the data active = inhibition above about 40%; inconclusive = no clear call, values can overlap the other calls
* = called active by the depositor; ? = inconclusive; . = no result given. Cut-off read from the data, not from the text of the source, unless noted: active = inhibition above about 30%; inactive = the rest.

SMILES	Mtb UGM inh	CCHF vOTU inh	Rv3671c protease	VHR inh abs	GDH-TPI counter	MazEF act	BoNT F protease	FadD28 FP inh	Mtb FBA inh	BioA inh
O=C1CSC(=Nc2ccccc2)N1Cc1ccccc1	-1.7	2	6	-3	3	-5	-4	-3.2	2	.
COc1ccc(N2C(=O)CSC2c2ccccc2[N+](=O)[O-])cc1 (centres undefined)	-2.3	10	-1	14	8	11	3	-2.8	4	.
Cc1cccc(C(=O)c2cn[nH]c2-c2ccc(C)cc2O)c1	2.9	-6	2	-8	-3	-4	?	-8.1	-1	0.6
CCOC(=O)N(C)c1ccc(C(O)(C(=O)OC)C(F)(F)F)cc1 (centres undefined)	2.2	11	-4	22	1	4	-3	-1.0	-2	-3.0
COC(=O)c1ccccc1N(C)S(=O)(=O)c1cc2c(cc1C)OCC(=O)N2	1.7	1	0	-6	15	8	-3	-1.3	0	.
COc1ccccc1CNCC(=O)Nc1ccc(N2CCOCC2)cc1	-0.6	-8	-6	10	7	-1	-16	-1.9	1	0.6
COc1ccc(OC)c(C(C(=O)NC2CCCCC2)N(Cc2ccco2)C(=O)c2ccccn2)c1 (centres undefined)	-1.7	-1	-5	43	-5	3	1	-2.5	0	0.4
CCOc1ccc(-n2cc(C(=O)Nc3ccc(Cl)cn3)c3cc(OC)c(OC)cc3c2=O)cc1	.	1	.	-8	9	6	11	-2.1	1	-2.3
Cc1ccc(-n2ccnc(SCC(=O)NCCc3ccccc3)c2=O)cc1F	.	4	-2	.	4	-1	-6	-2.8	4	4.1
CCOc1ccc2c(c1)C(C)=CC(C)(C)N2C(=O)Nc1ccccc1	3.9	.	-20	12	0	-11	-24	-1.2	2	.
COc1ccc([C@H]2C[C@H](O)[C@@H](n3cc(COC(=O)c4ccccc4)nn3)CN2CC2CCCCC2)cc1	.	27	.	.	3	-1	4	0.9	2	-5.1
Cc1nn(C)c(C(=O)N/N=C/c2ccc(C(F)(F)F)cc2)c1[N+](=O)[O-]	5.2	18	-2	-4	14	3	12	3.2	0	5.5
CCCCN(CC)CCNC(=O)c1[nH]c(C)c(C(C)=O)c1C	1.3	-12	-6	24	0	1	7	1.0	3	.
CCCCOC(=O)Nc1ccccc1C(N)=O	1.0	9	0	18	-3	-2	-6	-2.4	2	-1.8
O=C(Oc1ccc2c(=O)c(Cl)coc2c1)c1ccncc1	-1.5	-8	5	3	23	12	0	0.3	11	1.8
CN(C)/C=N/c1ncc(C(=O)c2ccc(Cl)cc2Cl)s1	-0.1	-20	6	2	14	1	-3	0.2	4	.
O=C(c1cc(-c2cccnc2)nc2ccc(Br)cc12)N1CCN(c2ncccn2)CC1	-0.5	3	7	17	12	-2	9	-2.9	5	7.5
Cn1nc(C(=O)Nc2nc(-c3ccccn3)cs2)c2ccccc2c1=O	.	7	.	.	9	14	-18	-3.1	-4	-1.0
CS(=O)(=NS(=O)(=O)c1ccc(Cl)cc1)c1ccccc1 (centres undefined)	-1.3	-3	2	-7	2	-2	?	-0.6	8	.
Cc1nn(-c2ccccc2)c(C)c1/C=N/NC(=O)c1ccccc1O	-0.6	-5	.	2	22	6	88*	-6.5	7	3.4
CC(C)Cn1c(-c2cccnc2)nc2c1c(=O)[nH]c(=O)n2CC(C)C	0.5	-8	-1	-3	4	11	-19	-2.7	1	.
Cc1nc2cc(C(=O)O)ccc2s1	-1.4	-3	4	5	8	6	-3	-1.9	-3	-1.4
CN1CCN(S(=O)(=O)c2ccc(NN)nc2)CC1	0.0	4	-11	.	-3	2	11	-3.1	4	-0.5
COc1ccc2cc3cc(C(=O)N4CCCCCC4)oc3nc2c1	2.8	.	-3	13	39*	2	6	-1.5	86*	-2.3
Cc1ccc(CSC2=NCCN2C(=O)C2CC2)cc1	0.1	4	8	-1	8	-6	-1	-1.4	-7	-1.5
CCCN1CCC[C@H](c2cccc(O)c2)C1	-1.4	5	6	.	-21	13	4	-4.0	1	-0.6
CC(C)(C)CC(=O)Nc1ccccc1N1CCN(c2ccc(F)cc2)CC1	0.7	5	2	0	2	7	?	-2.0	-1	1.3
COc1cccc2sc(NNC(=O)C3=COCCO3)nc12	-0.8	-7	13	10	4	2	-3	-3.0	2	-1.3
COc1cc(NC(=O)c2cc(OC)c(OC)c(OC)c2)c2ncccc2c1	.	-5	.	.	7	-7	8	-4.5	-5	-0.4
Cc1cccc(NC(=O)c2cc(S(=O)(=O)N3CCCCC3)c[nH]2)c1C	2.6	0	-2	10	2	7	-6	0.8	-2	0.7
Nc1nonc1C(=O)NCCNC(=O)c1ccccc1F	-1.2	13	-1	9	11	2	-49	-0.6	0	-2.2
NC(=O)CC(NC(=O)c1ccccc1)c1ccc(NC2CCN(Cc3ccccc3)CC2)c([N+](=O)[O-])c1 (centres undefined)	-1.1	4	2	-18	8	9	-2	-3.3	0	6.1
C(=N\n1cnnc1)/c1ccc(-c2ccccc2)cc1	0.1	18	-7	18	19	-8	0	-0.2	7	1.4
CCC1C(=O)NCCN1C(=O)c1ccc2nc(Cc3ccc(OC)cc3)oc2c1 (centres undefined)	-1.6	4	-4	2	7	0	4	0.9	2	-3.0
c1ccc(C(=NNc2nc3ccccc3s2)c2ccccn2)cc1	.	13	.	.	20	-32	3	-1.8	-8	.
O=C1c2cccc(OCC(=O)N3CCCc4ccccc43)c2CCN1Cc1ccc(F)cc1	-1.4	5	-11	0	-11	0	1	-2.6	-2	.
N/C(=N\OC(=O)Cc1cccs1)c1ccc([N+](=O)[O-])cc1	.	10	1	-8	4	9	-8	0.7	1	-1.2
Cc1ccc2c(c1)nc1c3ccccc3nc(-c3ccccc3N)n21	.	12	.	.	13	8	5	0.8	4	-1.0
CCN(CC)CCCn1c2c(c(SCC(=O)Nc3ccc(OC(F)(F)F)cc3)nc1=O)CCC2	1.1	-1	1	.	1	12	-10	-5.8	-2	-4.2
O=C1C=C2c3ccccc3CC(C(=O)O)C2CC1 (centres undefined)	.	-3	.	.	.	.	-2	-0.3	1	.
O=C(O)C1(P(=O)(c2ccccc2)c2ccccc2)CCC1	-3.1	3	4	1	2	-1	2	-1.3	0	0.2
Cc1ccc(Nc2nc3ccccc3n3cnnc23)c(Cl)c1	4.5	0	-7	2	-4	-32	-12	-1.5	0	-1.1
Cc1ccc(-c2csc(N/N=C/c3ccco3)n2)c(C)c1	1.1	2	2	5	-2	5	-6	-3.0	0	-1.5
CCCNC(=O)c1ccc(S(=O)(=O)c2ccc(OC)cc2)c([N+](=O)[O-])c1	-4.5	-4	3	6	18	4	2	.	1	-1.1
CCCn1nc(NC(=O)C(C)(C)C)c2cc3cc(OC)ccc3nc21	-0.2	-29	-1	-15	2	3	-18	.	11	-3.2

In the list so far, 13 have a halogen.
SMILES	Mtb UGM inh	CCHF vOTU inh	Rv3671c protease	VHR inh abs	GDH-TPI counter	MazEF act	BoNT F protease	FadD28 FP inh	Mtb FBA inh	BioA inh
CCOC(=O)N(C)c1ccc(C(O)(C(=O)OC)C(F)(F)F)cc1 (centres undefined)	2.2	11	-4	22	1	4	-3	-1.0	-2	-3.0
CCOc1ccc(-n2cc(C(=O)Nc3ccc(Cl)cn3)c3cc(OC)c(OC)cc3c2=O)cc1	.	1	.	-8	9	6	11	-2.1	1	-2.3
Cc1ccc(-n2ccnc(SCC(=O)NCCc3ccccc3)c2=O)cc1F	.	4	-2	.	4	-1	-6	-2.8	4	4.1
Cc1nn(C)c(C(=O)N/N=C/c2ccc(C(F)(F)F)cc2)c1[N+](=O)[O-]	5.2	18	-2	-4	14	3	12	3.2	0	5.5
O=C(Oc1ccc2c(=O)c(Cl)coc2c1)c1ccncc1	-1.5	-8	5	3	23	12	0	0.3	11	1.8
CN(C)/C=N/c1ncc(C(=O)c2ccc(Cl)cc2Cl)s1	-0.1	-20	6	2	14	1	-3	0.2	4	.
O=C(c1cc(-c2cccnc2)nc2ccc(Br)cc12)N1CCN(c2ncccn2)CC1	-0.5	3	7	17	12	-2	9	-2.9	5	7.5
CS(=O)(=NS(=O)(=O)c1ccc(Cl)cc1)c1ccccc1 (centres undefined)	-1.3	-3	2	-7	2	-2	?	-0.6	8	.
CC(C)(C)CC(=O)Nc1ccccc1N1CCN(c2ccc(F)cc2)CC1	0.7	5	2	0	2	7	?	-2.0	-1	1.3
Nc1nonc1C(=O)NCCNC(=O)c1ccccc1F	-1.2	13	-1	9	11	2	-49	-0.6	0	-2.2
O=C1c2cccc(OCC(=O)N3CCCc4ccccc43)c2CCN1Cc1ccc(F)cc1	-1.4	5	-11	0	-11	0	1	-2.6	-2	.
CCN(CC)CCCn1c2c(c(SCC(=O)Nc3ccc(OC(F)(F)F)cc3)nc1=O)CCC2	1.1	-1	1	.	1	12	-10	-5.8	-2	-4.2
Cc1ccc(Nc2nc3ccccc3n3cnnc23)c(Cl)c1	4.5	0	-7	2	-4	-32	-12	-1.5	0	-1.1

Next records follow.
SMILES	Mtb UGM inh	CCHF vOTU inh	Rv3671c protease	VHR inh abs	GDH-TPI counter	MazEF act	BoNT F protease	FadD28 FP inh	Mtb FBA inh	BioA inh
CC(NC(=O)CN1CCCC1)c1ccccc1 (centres undefined)	-1.5	11	4	-2	-1	6	.	-0.9	0	-0.1
Cc1cc(Nc2ccccc2)nn1C(=O)c1ccc(Cl)cc1	-0.4	-9	-3	-6	1	-6	-2	0.7	4	.
Cc1cc(C)nc(NC(=O)CCN2C(=O)c3ccccc3S2(=O)=O)n1	-2.7	2	12	.	1	1	10	-5.7	-5	-6.8
CN1C(=O)/C(=C/c2ccccc2F)Sc2ccc(C(=O)NCC3CCCO3)cc21 (centres undefined)	-1.4	13	-7	-9	14	-6	-5	-2.5	11	3.0
O=C(Nc1ccc(Cl)cn1)Nc1ccc(Cl)cn1	-3.5	-9	-11	17	-3	-19	-4	-2.2	-1	.
O=C1CN(C(=O)COC(=O)C2CC(=O)N(Cc3ccco3)C2)c2ccccc2N1 (centres undefined)	0.0	6	0	22	10	15	6	-1.3	1	0.9
c1ccc(-c2csc(N3CCOCC3)n2)cc1	-1.2	-5	0	6	8	3	-6	-0.4	-1	1.1
O=C(CSc1nc(=O)n(CCCN2CCOCC2)c2c1CCCC2)Nc1ccc(Cl)cc1	1.3	-6	1	.	2	6	-7	0.3	0	13
Nc1nnc(/C=C/c2ccccc2)s1	-1.4	-4	2	21	13	6	2	-3.1	24	.

A section from further up:
SMILES	Mtb UGM inh	CCHF vOTU inh	Rv3671c protease	VHR inh abs	GDH-TPI counter	MazEF act	BoNT F protease	FadD28 FP inh	Mtb FBA inh	BioA inh
O=C(CSc1nc(=O)n(CCCN2CCOCC2)c2c1CCCC2)Nc1ccc(Cl)cc1	1.3	-6	1	.	2	6	-7	0.3	0	13
Nc1nnc(/C=C/c2ccccc2)s1	-1.4	-4	2	21	13	6	2	-3.1	24	.
